Screens (PubChem BioAssay)
SENP6 inh: blocks the human protease SENP6; Q9GZR1; Recombinant SENP6 catalytic domain, aminoluciferin luminescence; inhibition, % at 10 µM; 1.8% of 330,000 active; AID 2599;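 active = inhibition above about 50% at the single tested dose, limit read from the data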;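 also: plate controls were DMSO wells with enzyme for no effect and DMSO wells lacking enzyme for full effect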
SENP7 block: blocks the human protease SENP7; inhibition, % at 5 µM; 1.5% of 330,000 active; Q9BQF6; recombinant SENP7, Z-RLRGG-aminoluciferin luminescence, 40 min;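 active = inhibition above about 50% at the single test dose, limit read from the data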;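 also: plate controls were DMSO with enzyme for no effect and no enzyme buffer wells for full effect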
Target sequence (Q9BQF6 706-1050 limits assumed): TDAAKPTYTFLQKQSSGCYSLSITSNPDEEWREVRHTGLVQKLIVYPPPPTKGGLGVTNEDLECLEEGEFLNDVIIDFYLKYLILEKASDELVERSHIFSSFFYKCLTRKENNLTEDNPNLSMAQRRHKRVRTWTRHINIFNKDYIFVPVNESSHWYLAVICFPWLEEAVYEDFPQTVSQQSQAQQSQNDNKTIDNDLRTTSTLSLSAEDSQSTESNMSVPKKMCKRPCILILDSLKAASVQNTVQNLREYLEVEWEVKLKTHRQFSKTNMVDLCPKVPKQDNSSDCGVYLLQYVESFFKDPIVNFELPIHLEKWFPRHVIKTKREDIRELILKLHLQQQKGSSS
SENP1 FRET inh: blocks the human SENP1 SUMO protease catalytic domain. Q9P0U3. recombinant SENP1 catalytic domain, CyPet-SUMO1-YPet FRET cleavage. inhibition, % at 10 µM. 0.21% of 360,000 active. AID 624204;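 active = inhibition at least 30% at 10 µM, raw YFP signal under a set limit, fluorescence ratio 0.5 to 1.5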;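 also: 0% = enzyme with DMSO and 100% = no enzyme wells; some results filed as inactive read as strong as hits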
Target sequence (Q9P0U3 419-644 limits assumed): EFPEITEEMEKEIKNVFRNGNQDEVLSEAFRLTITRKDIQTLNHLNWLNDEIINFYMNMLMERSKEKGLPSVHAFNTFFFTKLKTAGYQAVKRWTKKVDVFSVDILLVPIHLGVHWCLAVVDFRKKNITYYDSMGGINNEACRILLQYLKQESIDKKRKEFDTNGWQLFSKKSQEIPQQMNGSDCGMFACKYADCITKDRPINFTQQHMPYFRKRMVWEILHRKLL
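Material – human SENP1 catalytic domain · Input – SENP1 enzyme, 20 pM final · Compound dosing – single concentration of 10 µM compound, 0.5% DMSO final · Timing – enzyme reaction for 50 min at room temperature, dark · Measured by – FRET fluorescence in CFP and YFP emission channels · Control set – no-enzyme wells low, DMSO-plus-enzyme wells high control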
SENP8 block-1: SENP8 (human) protease inhibition | Q96LD8 | recombinant SENP8, Nedd8 substrate fluorescence | inhibition, % at 20 µM | 0.64% of 360,000 active | AID 602440; in the data active = inhibition mostly above about 40%, no sharp cut-off; inactive = mostly below about 27%
Target sequence (Q96LD8 whole entry, looked up): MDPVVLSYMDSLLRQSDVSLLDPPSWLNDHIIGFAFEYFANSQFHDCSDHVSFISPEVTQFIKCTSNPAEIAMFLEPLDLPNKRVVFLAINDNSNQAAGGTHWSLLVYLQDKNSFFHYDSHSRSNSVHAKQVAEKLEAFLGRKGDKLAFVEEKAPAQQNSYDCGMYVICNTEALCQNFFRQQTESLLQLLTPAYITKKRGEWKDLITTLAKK
A3G deaminase: blocks human APOBEC3G single-stranded DNA deamination | recombinant A3G, ssDNA deamination FAM/TAMRA fluorescence | inhibition, % at 20 µM | 0.28% of 330,000 active;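 active = inhibition of at least 40% at 20 µM, with no more than 30% in the related APOBEC3A deaminase screen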;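 also: plate controls were DMSO wells with A3G for no effect and wells lacking A3G enzyme for full effect; some compounds called inactive have numbers as strong as hits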
UBC13 polyUb: inhibitors of human UBC13 polyubiquitin chain formation; TR-FRET; inhibition, % at 20 µM; P61088; 0.47% of 330,000 active; in the data active = inhibition above about 45%, passing the limit was not always enough
SENP8 block-2: SENP8 protease inhibition; Q96LD8; purified SENP8, Z-RLRGG-aminoluciferin cleavage, luminescence; inhibition, % at 10 µM; 1.2% of 330,000 active; AID 2540; in the data active = inhibition above about 50%
Apaf-1 inh: human Apaf-1 inhibition; reconstituted apoptosome caspase-3 activity, DEVD-Rh110 fluorescence; inhibition, % at 20 µM; 0.71% of 330,000 active; active = inhibition of at least 40% at 20 µM;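 also: plate controls were DMSO wells for no effect and DEVD-CHO caspase inhibitor wells for full effect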
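Assay system: Apoptosome proteins | Medium: pH 7.5 Hepes buffer with CHAPS, BSA, DTT | Also added: Cytochrome c and DEVD-Rh110 substrate | Times: 30 min plus 50 min, RT | Detection: Rhodamine 110 fluorescence at Ex 480/Em 540 nm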
Numbers without * were called inactive; i = inactive; & = joins results of further samples. This is a subset (hit frequency here may not be typical).

SMILES	SENP6 inh	SENP7 block	SENP1 FRET inh	SENP8 block-1	A3G deaminase	UBC13 polyUb	SENP8 block-2	Apaf-1 inh
CCC(=O)c1c(O)n(C2CCCCCC2)c(=O)[nH]c1=O	1	0	-2	14	-3	10	3	-5
Cc1ccc(N)cc1N	10	0	-1	-2	-10	0	4	4
CCc1nnc(NC(=O)CCc2nc(C3=CCN(C)CC3)no2)s1	-24	1	-2	11	1	0	0	2
CCOC(=O)CC1=C(C(=O)OCC)C2(C(=O)N1CC(=O)OC)C(C#N)=C(N)Oc1ccccc12 (centres undefined)	8	-1	1	12	-4	2	8	-19
COP(=O)(NS(=O)(=O)c1ccccc1)OC	-5	2	-1	4	-16	-4	-11	2
CNP1(NC)=NC(C(F)(F)F)=NC(C(F)(F)F)=N1	3	-6	-1	4	1	-1	-2	-11
Cc1ccc(/C=C2\C(=O)NC(=S)N(c3cccc(F)c3)C2=O)o1	15	-7	-21	-15	14	-7	-1	3
O=C(N/N=C/c1c(O)n(C2CC2)c(=S)[nH]c1=O)c1ccccc1	29	2	-101	-141	-2	-20	7	8
Cc1c(C(=O)N2CCC3(CC2)OCCO3)sc2ncnc(N3CCN(c4ccccn4)CC3)c12	-6	2	6	9	-5	0	2	-9
CN(C)C(=O)Oc1ccc(Br)cc1C(=O)Nc1ccc(F)c(Cl)c1	-13	2	0	25	-4	7	4	-10
CC1(C)CC[C@]2(C)CC[C@]3(C)C4C[C@@H]5OO[C@@]6(O5)C(CCCC6(C)C)[C@]4(C)CC[C@@]3(C)C2C1 (some centres undefined)	-11	-1	2	20	-4	-37	7	3
Oc1ccc(C2NCc3ccccc3-n3cccc32)cc1Cl (centres undefined)	-5&-8	-11&2	-2&1	6&6	2&0	2&6	-7&-8	1&15
O=C(NCNC(=O)NC1C(=O)NC(=O)N1CO)NC1C(=O)NC(=O)N1CO (centres undefined)	-4	7	-3	9	-4	-8	-7	6
O=C(O)C1C2CC3CC(C2)CC1(n1ncc(N2CCC4(CC2)OCCO4)c(Cl)c1=O)C3 (centres undefined)	8	-4	1	8	2	10	-1	-8
COc1ccc(/C=C2/C(=O)N(Cc3ccco3)C(=O)N(C(C)C)C2=O)cc1	-14	-11	-54	10	67	-34	-3	17
CN1C(=O)C(=Cc2ccc(N3CCCCC3)o2)C(=O)N(C)C1=S	-15	11	88*	43*	-3	i	1	9
CC(C)Sc1nnc([C@@H](N)Cc2c[nH]c3ccccc23)o1	-9	-10	-1	18	-1	-4	-6	3
CC1(C)CC(=O)C(C2(O)C(=O)NC(=O)NC2=O)=C(O)C1	-37	0	3	24	-7	-26	-2	-2
CCCCn1c(O)c(C(C)=NCc2ccc3c(c2)OCO3)c(=O)[nH]c1=O	-9	-4	0	5	4	5	-1	10
CN(C)C(=O)Oc1ccc(OCc2cccc[n+]2C)cc1	-9	10	1	34	4	-12	-6	10
CCCOC(=O)Nc1ccc([As](=O)(O)O)cc1NC(=O)OCCC	-3	-9	1	24	-13	-9	-11	10
O=[P+](Cc1ccccc1)Cc1ccccc1	6	2	2	15	-9	5	4	-15
Cc1ccc(-n2c(O)c(/C=N/N3CCOCC3)c(=O)[nH]c2=S)cc1	0	-2	1	5	22	-14	-6	3
O=C(O)CCn1cc(C=C2C(=O)NC(=S)NC2=O)c(-c2cccc(Br)c2)n1	-12	-11	0	2	8	-15	-11	-1
Fc1ccc(CN2CCN(c3ccc(Cl)cc3)CC2)cc1	-8	-5	0	8	0	3	1	6

Next compounds.
SMILES	SENP6 inh	SENP7 block	SENP1 FRET inh	SENP8 block-1	A3G deaminase	UBC13 polyUb	SENP8 block-2	Apaf-1 inh
O=C(NCc1ccccc1)c1cccn(Cc2ccccc2)c1=O	0	8	1	-298	-5	16	-1	1
COc1ccc(N=Cc2c(O)n(Cc3cccs3)c(=O)[nH]c2=O)cc1	-5	-12	-26	-170	-6	-16	-4	7
COC(=O)CC(NC(=S)N1CC2C[C@@H](C1)Cn1c2cccc1=O)C(=O)OC (some centres undefined)	11	5	0	7	-4	0	6	4
Cc1c(C=C2C(=O)N(C)C(=S)N(C)C2=O)c2ccccc2n1CC(=O)NCC1CCCO1 (centres undefined)	3	23	-6	2	-2	-22	6	-6
CCCn1cc(C(=O)O)cn1	-2	-1	2	7	-7	-2	-10	2
N/C(=N\[N+](=O)[O-])N1CCN(C(=O)c2ccccn2)CC1	-22	-6	-2	10	11	-12	-8	6
C=CCn1c(O)c(C(C)=Nc2ccc(N(C)C)cc2)c(=O)[nH]c1=O	-9	-5	1	24	-4	0	-2	-2
CCCCCCOc1ccc(CN2CCN(CC)CC2)cc1	-10	4	0	20	8	13	-5	-4
CCCCn1c(C)c(C(=O)OCC)c2c(CN3CCCC3)c(O)ccc21	-3	4	0	25	-4	16	5	10
CC(C(=O)c1ccc(Cl)cc1Cl)n1cncn1 (centres undefined)	0	-4	2	16	-7	-6	-7	-8
Cn1nc(N)c2c1N=P(N1CCOCC1)(N1CCOCC1)N=C2c1ccccc1	-24	-9	1	8	0	-4	-2	-13
Clc1ccccc1C1=NCc2nncn2-c2sc(Br)cc21	-2	-1	1	18	4	-7	-2	-6
CCCc1nc2ccccc2c(=O)n1-c1ccc(O)cc1	-15	-10	0	-2	-8	-1	-14	7
Cc1ccccc1CN1CCNCC1	5	-3	2	13	-4	0	-1	2
C=CCn1c(O)c(/C=N/N2CCCCC2)c(=O)[nH]c1=O	-1	-2	-2	9	-3	-9	0	-23
CCn1c(O)c(C=Nc2ccc(N3CCOCC3)c(Br)c2)c(=O)n(CC)c1=S	2	2	-33	-64	-4	-14	-8	11
CCN1C[C@@]2(COC)C3[C@@H](OC)[C@H]4[C@@H]1[C@@]3(C1C[C@H]3[C@H](O)C1[C@]4(O)C[C@H]3OC)[C@@H](OC)C[C@H]2O (some centres undefined)	-15	3	1	3	-7	4	-9	-4
Cc1nc2ccsc2c(=O)n1-c1ccccc1Cl	-1	4	1	15	2	-8	-1	-16
CCCCn1c(=O)c(C=Nc2cc([N+](=O)[O-])ccc2OC)c(O)n(CCCCl)c1=O	-6	-12	-3	6	-11	-11	-5	22
CCC(C)C12CN3CCN(CC(C)(C3)C1=O)C2 (centres undefined)	-4	0	2	18	-6	6	-8	3
COC(=O)C1=C(c2ccccc2)C[C@@H]2CC[C@H]1N2C(=O)NC1CCCCC1	8	0	1	2	-5	6	2	-9
CCCN1CC(C)C(OC(C)=O)(c2ccccc2)CC1C (centres undefined)	12	4	2	24	-3	2	-2	-6
O=Cc1cn(Cc2ccc(Br)cc2)c2ccccc12	0	-5	-8	6	-4	24	-1	15
O=c1ccc2c(O)c3ccoc3cc2o1	-1	-10	-1	48*	-9	-10	-15	10
O=c1c2ccccc2nc(/C=C/c2ccc3c(c2)OCO3)n1-c1ccccc1	-1	-3	-24	-55	-2	5	-2	-5

Exported with two lines to a compound: 2 of the compounds above
Below each SMILES – SENP6 inh | SENP7 block | SENP1 FRET inh | SENP8 block-1 | A3G deaminase | UBC13 polyUb | SENP8 block-2 | Apaf-1 inh
> CC1(C)CC[C@]2(C)CC[C@]3(C)C4C[C@@H]5OO[C@@]6(O5)C(CCCC6(C)C)[C@]4(C)CC[C@@]3(C)C2C1 (some centres undefined)
  -11 | -1 | 2 | 20 | -4 | -37 | 7 | 3
> CN(C)C(=O)Oc1ccc(Br)cc1C(=O)Nc1ccc(F)c(Cl)c1
  -13 | 2 | 0 | 25 | -4 | 7 | 4 | -10

One compound at a time, as listed above. Screens in order: SENP6 inh | SENP7 block | SENP1 FRET inh | SENP8 block-1 | A3G deaminase | UBC13 polyUb | SENP8 block-2 | Apaf-1 inh
Results for CCCCCCOc1ccc(CN2CCN(CC)CC2)cc1 : -10 | 4 | 0 | 20 | 8 | 13 | -5 | -4
Results for N/C(=N\[N+](=O)[O-])N1CCN(C(=O)c2ccccn2)CC1 : -22 | -6 | -2 | 10 | 11 | -12 | -8 | 6
Results for CCCc1nc2ccccc2c(=O)n1-c1ccc(O)cc1 : -15 | -10 | 0 | -2 | -8 | -1 | -14 | 7
Results for CC(C(=O)c1ccc(Cl)cc1Cl)n1cncn1 (centres undefined) : 0 | -4 | 2 | 16 | -7 | -6 | -7 | -8
Results for CCCN1CC(C)C(OC(C)=O)(c2ccccc2)CC1C (centres undefined) : 12 | 4 | 2 | 24 | -3 | 2 | -2 | -6

Continued.
SMILES	SENP6 inh	SENP7 block	SENP1 FRET inh	SENP8 block-1	A3G deaminase	UBC13 polyUb	SENP8 block-2	Apaf-1 inh
CCCCNc1ccncc1S(=O)(=O)NC(=O)NC(C)C	-1	3	2	24	-7	2	3	0
COc1c(C)cc(C(=O)C2CCCN(Cc3cccc(O)c3)C2)cc1C (centres undefined)	-8	-1	-1	15	-8	12	-9	-5
CCC(=NCCCN1CCOCC1)c1c(O)n(Cc2ccccc2)c(=O)[nH]c1=O	11	14	0	6	3	4	-3	4
COc1cc2c(cc1C=O)OCO2	-14	-6	2	-126	-6	-1	-4	-4
C=Cn1ccnc1P(=S)(c1nccn1C=C)C1CCCCC1	-18	7	4	21	4	-4	-2	0
Cc1cc(NC(=O)CCl)no1	-9	-1	4	5	-16	-6	-3	-7
Cc1ccc(-c2nc3ccccc3c(=O)n2-n2cccc2)cc1	-1	9	1	11	-2	2	2	4
Cc1ccc2[nH]c(=S)n(-c3cccnc3)c(=O)c2c1	-5	1	-2	-3	2	50*	-8	-5
Cc1cc(N2C(=O)C3CCCN3C2c2ccccc2)no1 (centres undefined)	1	3	1	6	0	4	3	2
CN1CC(C(=O)c2ccccc2)C(C(=O)c2ccccc2)C1 (centres undefined)	-1	3	0	11	-1	0	1	-7
